Screens deposited in PubChem BioAssay by National Center for Advancing Translational Sciences (NCATS).
FLuc counter = counter-screen for miR-21 project: firefly luciferase inhibitors or activators; P08659; purified FLuc, Km substrates, luminescence inhibition; Potency, µM (series often up to 57.5 µM), without a hit: at the top dose activity change, negative = inhibition, hits mostly inhibitors; 360,000 compounds, 6.9% hits;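 also: plate controls were vehicle for no effect and reference inhibitor for full effect; nearly all actives have a fitted effect of over 55% in size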
Target sequence (P08659 whole entry, looked up): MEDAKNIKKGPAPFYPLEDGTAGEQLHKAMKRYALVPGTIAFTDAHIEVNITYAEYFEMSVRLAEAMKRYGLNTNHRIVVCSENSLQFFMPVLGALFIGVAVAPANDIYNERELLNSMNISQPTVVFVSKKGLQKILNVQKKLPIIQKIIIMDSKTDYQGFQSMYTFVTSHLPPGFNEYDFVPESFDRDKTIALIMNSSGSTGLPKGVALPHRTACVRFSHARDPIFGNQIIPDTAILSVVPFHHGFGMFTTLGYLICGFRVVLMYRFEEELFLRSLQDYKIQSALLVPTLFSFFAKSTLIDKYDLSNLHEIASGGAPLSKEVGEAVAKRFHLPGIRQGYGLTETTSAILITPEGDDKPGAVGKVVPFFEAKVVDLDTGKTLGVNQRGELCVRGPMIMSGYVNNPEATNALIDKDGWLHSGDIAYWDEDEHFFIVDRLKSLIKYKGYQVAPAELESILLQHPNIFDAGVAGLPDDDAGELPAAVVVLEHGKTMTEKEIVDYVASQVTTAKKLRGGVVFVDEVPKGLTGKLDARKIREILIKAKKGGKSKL
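Purified P. pyralis luciferase, 10 nM final, with Km-level 10 uM D-luciferin and 10 uM ATP in 50 mM Tris acetate pH 7.5, 10 mM Mg acetate, 0.01% Tween-20, 0.05% BSA; 6-point qHTS titration about 60 µM downward; luminescence read.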
p53 reactivation = mutant p53 re-activation in reporter cells | H1299 p53-A138V BP100-luciferase reporter, luminescence, 24 h | Potency, µM (series often up to 92.2 µM), for inactives: top-dose activity change, positive = activation, most hits filed as activators | 320,000 compounds, 0.063% hits; also: % of control where 0% means no effect; nearly all actives have a fitted effect of over 45% in size
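H1299 (p53-null), stable ts p53-A138V + BP100-Luc; 1000 cells/well, Opti-MEM/10% FBS; cpd 4 pt, 1:5; 24 h, 37 deg C, 5% CO2; detection reagent 10 min RT; luminescence.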
uPA surface inh = inhibitors of cell surface uPA generation; cell surface uPA generation assay, qHTS; Potency, µM (doses to about 38.3 µM), for the others: at the top dose activity change, negative = inhibition, hits mostly inhibitors; 330,000 compounds, 0.31% hits; active = well fitted inhibition curve with a large enough effect; inconclusive = small, poorly fitted or top-dose-only effect; inactive = no such curve, though single readings can be large or run the other way; tested in mouse RAW 264.7 cells; also: % is scaled to controls: 0 for no effect and ±100 for the full control effect; nearly all actives have a fitted effect of over 55% in size
BRCA1 expr act = activators of BRCA1 expression. AID 624202. Potency, µM (titrated, usually from 46.1 µM), inactives show top-dose activation, most hits filed as activators. MCF7-BRCA1-FFLuc reporter, luminescence, 48 h; response scale: scaled: vehicle 0%, 10 µM genistein 100%. 380,000 compounds, 1.1% hits; also: nearly all actives have a fitted effect of over 80% in size; some results filed as inactive show a strong effect at the top dose
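Reporter cells (MCF7, BRCA1 promoter-firefly luciferase) received library compounds across a concentration series for 48 h. End-point luminescence was measured and concentration-effect curves derived after normalization.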
Rab9 prom act = activates the Rab9 promoter; Huh7 Rab9 promoter-luciferase reporter, luminescence, 24 h; Potency, µM (series often up to 9.22 µM), without a hit: at the top dose activation, negative = inhibition, most hits filed as activators; 320,000 compounds, 2.8% hits; also: % of control where 0% means no effect; nearly all actives have a fitted effect of over 60% in size
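Quantitative HTS format; Huh7 Rab9-luciferase reporter cells (1500/well) receive compound 2 h post-plating, incubate 24 h at 37 °C, then get luciferase reagent for 10 min before luminescence reading.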
RORg inh = blocks mouse ROR gamma transcriptional activity; AID 2551; Drosophila S2 Gal4-RORgamma UAS-luciferase reporter, 20 h; P51450; 310,000 compounds, 5.4% hits; Potency, µM (series often up to 53.6 µM), for inactives: at the top dose activity change, negative = inhibition, actives largely listed as inhibitors; also: % is scaled to controls: 0 for no effect and ±100 for the full control effect; nearly all actives have a fitted effect of over 60% in size
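Schneider cells (Drosophila), stable Gal4 DBD–ROR gamma + UAS-luc; 1 hr cmpd preincubation; Cu2+ induction 700 uM final; 20 hr ambient; luminescence.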
Gal4-VP16 FLuc = Gal4-VP16 reporter inhibition counter-screen. Drosophila S2 Gal4-VP16 UAS-luciferase, luminescence, 20 h. Potency, µM (top dose mostly 53.6 µM), for the others: at the top dose activity, negative = inhibition, most hits filed as inhibitors. 310,000 compounds, 3.5% hits. AID 2546;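 also: Gal4-VP16 expression switched on by copper sulfate through the metallothionein promoter; % is scaled to controls: 0 for no effect and ±100 for the full control effect; nearly all actives have a fitted effect of over 50% in size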
ELG1 genotox = induces genotoxicity in HEK293T cells with luciferase-tagged ELG1; HEK293T ELG1-luciferase reporter, luminescence, 16 h; Potency, µM (highest dose often 46 µM), for inactives: at the highest dose activity change, positive = activation, most hits filed as activators; 330,000 compounds, 1.3% hits; AID 504466; also: % of control where 0% means no effect; nearly all actives have a fitted effect of over 60% in size
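After overnight (16 hr) compound treatment at 37 °C, ELG1-luciferase HEK293T cells were lysed with ONE-Glo; luminescence quantified 30 min later at room temperature.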
MBNL1-CUG inh = inhibitors of human MBNL1 binding to CUG repeat RNA. Q9NR56. TR-FRET MBNL1-His/biotin-(CUG)12 binding, 665/545 ratio. Potency, µM (titrated, usually from 57.5 µM), for inactives: at the top dose activity change, negative = inhibition, actives largely listed as inhibitors. 280,000 compounds, 0.036% hits; active = well fitted inhibition curve with a large enough effect in the signal ratio, with a control signal flat, not every such curve was filed as active; inconclusive = small, poorly fitted or top-dose-only effect, or effect the other way, or a change in a side signal; inactive = no such curve, though single readings can be large or run the other way; the % refers to the signal ratio; also: % is scaled to controls: 0 for no effect and ±100 for the full control effect
Target sequence (Q9NR56 whole entry, looked up): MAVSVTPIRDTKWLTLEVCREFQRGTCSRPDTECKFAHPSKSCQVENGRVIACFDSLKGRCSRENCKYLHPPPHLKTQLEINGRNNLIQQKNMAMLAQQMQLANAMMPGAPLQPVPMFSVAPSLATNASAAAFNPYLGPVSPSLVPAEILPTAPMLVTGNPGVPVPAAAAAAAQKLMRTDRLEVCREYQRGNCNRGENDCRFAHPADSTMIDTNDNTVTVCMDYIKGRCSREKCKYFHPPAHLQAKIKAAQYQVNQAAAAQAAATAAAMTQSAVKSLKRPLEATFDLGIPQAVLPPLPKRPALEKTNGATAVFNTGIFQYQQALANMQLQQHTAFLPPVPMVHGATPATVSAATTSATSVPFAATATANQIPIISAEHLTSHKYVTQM
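MBNL1-His + Biotin-(CUG)12, cpd titration 92 nM–58 uM; Tb anti-His Ab 0.055 ng/ul, SA-XL665 5 nM (final); 60 min RT; ratiometric 665/545 nm, Ex 340 nm; normalized to buffer and full-complex controls.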
NPC1 promoter act = NPC1 promoter activation; Huh7 NPC1 promoter luciferase reporter, 24 h; 320,000 compounds, 2.4% hits; Potency, µM (highest dose often 9.22 µM), for inactives: at the highest dose activation, hits mostly activators; AID 485313;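 also: % of control where 0% means no effect; nearly all actives have a fitted effect of over 60% in size; reporter is driven by a mutant NPC1 promoter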
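Luminescence read-out of NPC1 promoter-driven luciferase in stably transfected Huh7 cells; compounds delivered in DMSO and left 24 h at 37C, 5% CO2, qHTS titration format.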
* marks the source's active call; other numbers are inactive results; ? = inconclusive; · = not tested or not shown; [ ] = remark or other dose. Unless noted, calls follow the shape of the dose curve; as a rule, active = well fitted curve in the direction sought with a large enough effect; inconclusive = small, poorly fitted or top-dose-only effect, or another doubt; inactive = no such curve, though single readings can be large; an effect the other way counts as inactive or inconclusive. Potency is read from the fitted curve at half-maximal effect. This is a random part of the collection; overall some 13% were active at least once.

SMILES	FLuc counter	p53 reactivation	uPA surface inh	BRCA1 expr act	Rab9 prom act	RORg inh	Gal4-VP16 FLuc	ELG1 genotox	MBNL1-CUG inh	NPC1 promoter act
c1coc(-c2nc3ccccc3nc2-c2ccco2)c1	?	15%	-29%	-9%	10%	0%	3%	2%	?	18%
CC(=O)Nc1ccc([N+](=O)[O-])cn1	-1%	-3%	4%	17%	12%	-7%	1%	0%	?	-3%
CCCN(CC1CC1)C(=O)COC(=O)c1oc2c(F)cccc2c1C	3%	-5%	6%	-11%	2%	·	·	-3%	·	1%
Cc1n[nH]c(C)c1CCC(=O)N/N=C/c1cccs1	-18%	1%	3%	-3%	-3%	13%	-7%	1%	2%	2%
CC(=O)c1c(C)n(-c2ccccc2)c2ccc(OCC(O)CN3CCOCC3)cc12 (stereo not drawn)	-1%	-2%	-5%	-40%	-3%	6%[10 µM]	1%	0%	-2%	-2%
COc1ccc(N2C(=O)CSC2c2ccccc2[N+](=O)[O-])cc1 (stereo not drawn)	-3%	-3%	-1%	-4%	2%	9%	0%	2%	?	-1%
CCNc1nc(N2CCCC2)nc(N2CCCC2)n1	7%	3%	-9%	-1%	-2%	-27%	-9%	-13%	3%	-1%
Cc1ccc(NC(=O)C(C)Oc2ccccc2)cc1S(=O)(=O)N1CCCCCC1 (stereo not drawn)	-3%	-7%	?	-45%	-7%	·	·	-8%	·	0%
[2H]C(CCOS(N)(=O)=O)c1ccccc1 (stereo not drawn)	1%	10%	1%	13%	-3%	-2%	-11%	3%	0%	2%
CCCC(c1nnnn1Cc1ccc(OC)cc1)N1CCC(C(N)=O)CC1 (stereo not drawn)	2%	2%	3%	-2%	1%	7%	0%	0%	-5%	-3%
Cc1c(Cl)cccc1NC(=O)CNC(=O)CCCc1nc2ccccc2c(=O)[nH]1	-2%	10%	2%	12%	-2%	·	·	1%	·	1%
O=C(NC1CCCC1)C(c1ccccc1F)N(C(=O)c1ccco1)C1CCCC1 (stereo not drawn)	0%	-9%	10%	-24%	22%	27%	-3%	-3%	-6%	5%
CC(=O)c1c(N2CCN(C(=O)C3CCCO3)CC2)nc(=S)n(-c2ccccc2)c1C (stereo not drawn)	1%	4%	3%	-22%	0%	0%	-10%	-3%	-7%	-3%
CC(C(=O)O)n1cnc2sc3c(c2c1=O)CCCC3 (stereo not drawn)	-12%	9%	2%	12%	1%	1%	-7%	-1%	-5%	-2%
C=C1C(=O)C=C[C@]2(C)C[C@@H]3OC(=O)[C@](C)(O)[C@H]3C[C@@H]12	-1%	-15%	?	-78%	-44%[inhibitor]	?	?	-20%	-12%	-46%[inhibitor]
COC(=O)c1cn(NC(=O)c2cccc(N(C)C)c2)c(=O)c2ccccc12	3%	24%	3%	12%	2%	5%	-1%	2%	-10%	-3%
COc1ccc(CCNC(=O)COC(=O)C2CCCCC2)cc1	0%	0%	-4%	1%	-4%	-9%	-7%	2%	6%	-1%
Cc1ccc(S(=O)(=O)N2CCC(C(=O)Nc3nnc(C45CC6CC(CC(C6)C4)C5)s3)CC2)cc1	5%	3%	·	·	1%	-19%	-1%	-1%	3%	-4%
Nc1nonc1-c1nc2ccccc2n1CC(=O)N/N=C/c1ccc(-c2cccc(C(=O)O)c2)o1	27µM*	5%	1%	0%	-3%	3%	-7%	5%	13%	0%
COc1cc(C)ccc1Oc1nc(-c2ccccc2O)nc2ccccc12	0%	3%	5%	-7%	-1%	-2%	1%	-5%	-3%	-1%
CC(=O)Nc1ccc(C(=O)CN2C(=O)CSC2=O)cc1	5%	8%	-4%	1%	4%	9%	3%	0%	-2%	-1%
CC(C)(C)NC(=O)NC(=O)COC(=O)Cc1ccc(Cl)cc1Cl	-9%	9%	9%	1%	0%	-22%	-21%	0%	·	1%
O/C(=C\c1nc2ccccc2[nH]1)c1cccs1	13µM*	?	-1%	13µM*	4µM*	?	?	?	?	3.5µM*
Cc1ccc(S(=O)(=O)NCCn2cnc([N+](=O)[O-])n2)cc1	1%	-6%	3%	3%	0%	-23%	-2%	-1%	?	0%
COc1cc(CNn2nnnc2N)cc(Br)c1OCC(=O)NC(C)(C)C	1%	-3%	-1%	1%	-2%	-3%	-2%	8%	-8%	2%
OC1O[C@H](c2ccc3c(c2)OCO3)[C@H]2CO[C@H](c3ccc4c(c3)OCO4)[C@@H]12 (stereo partly drawn)	1%	-4%	3%	-1%	-6%	24%	2%	-5%	-10%	-2%
CC1CCc2nn(CC(=O)Nc3c(F)cc(F)cc3Br)cc2C1 (stereo not drawn)	3%	-10%	1%	7%	-10%	-1%	13%	-3%	11%	-1%
Cc1cc(=O)n(CC(=O)Nc2cc(Cl)ccc2C)c(C(C)C)n1	0%	7%	-6%	6%	3%	9%	-1%	-2%	-5%	-2%
O=C1Cc2ccccc2N1c1ccccc1	2%	-4%	-1%	1%	4%	-23%	6%	-7%	12%	3%
O=C(Nc1ccccc1C(=O)N1CCN(c2cccc(Cl)c2)CC1)C1=CSCCO1	0%	-8%	-4%	-12%	-1%	19%	0%	-2%[9.26 µM]	-2%	0%
O=C(C[C@@H]1C/C=C\CCC(=O)OC[C@@H]2CCCN2C1=O)NCCO	·	-5%	?	0%	·	·	·	3%	·	·
Cc1nc2ccccc2nc1N/N=C/c1ccc(O)cc1O	12µM*	24%	-18%	-52%	-33%[inhibitor]	11µM*	16µM*	?	·	-42%[inhibitor]
COCCN1C=C(C(=O)OC)C(c2ccccc2C(F)(F)F)C(C(=O)OC)=C1	3%	4%	-2%	-6%	5%	19%	-2%	2%	-1%	-6%
Clc1ccc(-c2nc(-c3cc4cc(Cl)ccc4o3)cs2)cc1	-2%	4%	11%	-34%	-7%	4%	2%	0%	-2%	14%
COc1cc(C(=O)O)cc(Br)c1OC1CCCC1	-2%	-5%	-3%	-2%	1%	20%	0%	2%	-1%	1%
Cc1ccc(NC(=O)CSC2=NN3CCCC(=O)N=C3S2)cc1Cl	-2%	1%	2%	-29%	-10%	1%	0%	-2%	0%	-2%
COc1cc(NS(=O)(=O)c2ccc(NC(=O)COc3ccccc3Cl)cc2)nc(OC)n1	-15%	-5%	1%	-4%	1%	8%	-11%	7%	-13%	5%
Cc1cccc(C)c1NC(=O)c1cc(S(=O)(=O)N2CCc3ccccc32)cn1C	0%	5%	-7%	-7%	-1%	19%	-9%	-2%	5%	0%
Cn1c(=O)c(=O)n(C)c2cc(S(=O)(=O)N3CCN(C4CCCCC4)CC3)ccc21	-2%	3%	23%	-3%	-7%	-7%	-1%	2%	0%	1%
Cc1cc(C(=O)N/N=C/c2cc(Br)ccc2OC(=O)c2ccc(Br)cc2)n[nH]1	-2%	21%	·	·	-33%[inhibitor]	8.9µM*	7.1µM*	?	-1%	-35%[inhibitor]
COC(=O)C(CCSC)NC(=O)C(NC(=O)C1CCC(C)CC1)C(C)C (stereo not drawn)	1%	-13%	9%	3%	-1%	3%	-5%	1%	-2%	0%
CCn1c(SCC(=O)Nc2ccc3c(c2)OCCO3)nnc1-c1c[nH]c2ccccc12	13µM*	4%	-3%	-23%	-3%	43%	13%	1%	-7%	-2%
